Screening results: PubChem BioAssay, The Scripps Research Institute Molecular Screening Center
KLK7 zymogen act: proKLK7 zymogen activators, primary screen, biochemical, fluorescence intensity. Kallikrein-7 (Homo sapiens), P49862. purified proKLK7, EDANS-DABCYL substrate fluorescence; 100% is mature enzyme control, 0% vehicle. activation, % at 7 µM. 0.9% of 370,000 active. AID 652039, 2013;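 active = activation above the mean of all tested compounds plus 3 SD, computed per campaign excluding outliers beyond control limits, cut at about 13% in these data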
PRMT1 inh: PRMT1 methyltransferase inhibitors, primary screen, biochemical, fluorescence polarization. Protein arginine N-methyltransferase 1 (Homo sapiens), Q99873. recombinant PRMT1, activity-based probe fluorescence polarization. inhibition, % at 2.79 µM. 1.3% of 370,000 active. AID 652257, 2013;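 active = inhibition above about 21% made by adding two undisclosed values, limit read from the data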
DDE Tn7 FP inh: inhibitors of Tn7 peptide binding to fibrin DD(E), primary screen, biochemical, fluorescence polarization, human fibrin, Tn7 probe; AID 720508, 2013; inhibition, % at 8.3 µM; 0.13% of 370,000 active; Fibrinogen beta chain (Homo sapiens), P02675; FP displacement of FITC-Tn7 peptide from fibrin DD(E); 0% = median of compound wells per plate;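 active = inhibition above the mean of compounds falling within the control limits plus 3 SD of them, cut at about 14% in these data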;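 note: 0% = plate median of compound wells and 100% = 10 µM Aha-Tn7 peptide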
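System: human fibrin DD(E); quantity: Fibrin-DD(E) at 2 µM final; also added: fluorescent Tn7 probe at 0.1 µM; compound dosing: single nominal test concentration of 8.3 µM per compound; schedule: 10 min preincubation, 3 h with tracer, room temperature; detection: fluorescence polarization of the labelled Tn7 tracer; repeats: one replicate per compound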
UHRF1 binding: UHRF1 methylated DNA binding inhibitors, primary screen, counter-screen for MBD2 inhibitor project, biochemical, TR-FRET, human UHRF1, single concentration; E3 ubiquitin-protein ligase UHRF1 (Homo sapiens), Q96T88; UHRF1 binding to methylated oligo; inhibition, % at 4.4 µM; 0.75% of 370,000 active; AID 687016, 2013; in the data active = inhibition above about 21%;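 note: UHRF1 SRA domain binding a hemimethylated CpG hairpin DNA probe; 0% = median of test compound wells and 100% = reference inhibitor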
LEDGF integ inh: blockers of LEDGF/p75-dependent integrase strand transfer – biochemical, TR-FRET, high throughput, primary screen; HIV-1 integrase (with human LEDGF/p75); TR-FRET IN-LEDGF/p75 DNA integration, Eu/Cy5; inhibition, % at 3.7 µM; 0.64% of 370,000 active; AID 743269, 2014;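 active = inhibition above the screen-wide mean plus 3 SD, cut at about 13% in these data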;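 note: signal is the Cy5 over europium emission ratio at 671 and 618 nm; 0% = plate median of compound wells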
DDE Tn6 FP inh: inhibitors of Tn6 peptide binding to fibrin DD(E), primary screen, biochemical, fluorescence polarization, human fibrin, Tn6 probe. inhibition, % at 8.3 µM. 0.21% of 370,000 active. Fibrinogen beta chain (Homo sapiens), P02675. Fibrin DD(E) TRITC-Tn6 fluorescence polarization displacement;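 active = inhibition above a per-campaign cutoff: mean of compounds within control limits plus 3 SD, cut at about 15% in these data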;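 note: 0% = median of all compound wells on the plate and 100% = blocking peptide control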
TDP2 inh: human TDP2 enzyme inhibitors, primary screen, biochemical, epi absorbance, recombinant enzyme; Tyrosyl-DNA phosphodiesterase 2 (Homo sapiens), O95551; T5PNP hydrolysis, p-nitrophenol absorbance 415 nm; inhibition, % at 12.8 µM; 0.34% of 370,000 active; AID 720702, 2013;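 active = inhibition above the mean of all tested compounds plus 3 SD, set per campaign, cut at about 25% in these data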;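 note: 0% = DMSO with enzyme and 100% = buffer with substrate but no TDP2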
Target sequence (O95551 whole entry, looked up): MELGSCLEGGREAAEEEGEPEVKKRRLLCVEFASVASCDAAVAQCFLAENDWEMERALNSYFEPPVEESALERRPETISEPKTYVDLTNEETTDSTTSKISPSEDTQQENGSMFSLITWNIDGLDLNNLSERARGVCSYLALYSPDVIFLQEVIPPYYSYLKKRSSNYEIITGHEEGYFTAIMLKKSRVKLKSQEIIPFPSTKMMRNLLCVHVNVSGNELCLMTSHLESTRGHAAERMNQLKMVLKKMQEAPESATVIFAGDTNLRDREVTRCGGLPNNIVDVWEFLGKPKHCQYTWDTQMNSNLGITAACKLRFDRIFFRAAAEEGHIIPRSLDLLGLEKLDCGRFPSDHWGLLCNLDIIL
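test system = human TDP2 enzyme | input = TDP2 enzyme at 120 nM final | medium = 50 mM Tris-HCl pH 7.5 with Mg2+, KCl, DTT, BSA | also added = T5PNP substrate, 5 mM | times = 2 h at 37 °C | technique = epi absorbance | benchmarks = high control without enzyme, low control DMSO plus TDP2 | replication = each compound tested once, singlicate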
MBD2 DNA inh: inhibitors of MBD2 binding to methylated DNA, primary screen, biochemical, TR-FRET, DNA-binding domain, human; Methyl-CpG-binding domain protein 2 (Homo sapiens), Q9UBB5; MBD2 binding to methylated oligonucleotide; inhibition, % at 4.4 µM; 0.31% of 370,000 active; AID 686964, 2013; in the data active = inhibition above about 13%
TCR-CD3 inh: inhibitors of human TCR-CD3 interaction, primary screen, biochemical, fluorescence, TAMRA-labeled TCR probe; T-cell receptor (TCR); inhibition, % at 9.4 µM; 0.37% of 360,000 active; AID 651800, 2012; in the data active = inhibition above about 19%;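 note: recombinant mutant TCR 2C K166C tagged with TAMRA read by polarization; 0% = receptor in buffer alone and 100% = receptor with positive control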
SIAE primary: human SIAE inhibitors, primary screen, biochemical, fluorescence polarization, FP-Rh probe, 1536-well HTS | SIAE FP-Rh probe binding | inhibition, % at 9.66 µM | 0.69% of 370,000 active | AID 1053197, 2014;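 active = inhibition above a cutoff: mean of compounds within the control limits plus 3 SD of those, cut at about 17% in these data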;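 note: 0% = plate median of compound wells and 100% = probe without SIAE protein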
Target sequence (Q9HAT2 whole entry, looked up): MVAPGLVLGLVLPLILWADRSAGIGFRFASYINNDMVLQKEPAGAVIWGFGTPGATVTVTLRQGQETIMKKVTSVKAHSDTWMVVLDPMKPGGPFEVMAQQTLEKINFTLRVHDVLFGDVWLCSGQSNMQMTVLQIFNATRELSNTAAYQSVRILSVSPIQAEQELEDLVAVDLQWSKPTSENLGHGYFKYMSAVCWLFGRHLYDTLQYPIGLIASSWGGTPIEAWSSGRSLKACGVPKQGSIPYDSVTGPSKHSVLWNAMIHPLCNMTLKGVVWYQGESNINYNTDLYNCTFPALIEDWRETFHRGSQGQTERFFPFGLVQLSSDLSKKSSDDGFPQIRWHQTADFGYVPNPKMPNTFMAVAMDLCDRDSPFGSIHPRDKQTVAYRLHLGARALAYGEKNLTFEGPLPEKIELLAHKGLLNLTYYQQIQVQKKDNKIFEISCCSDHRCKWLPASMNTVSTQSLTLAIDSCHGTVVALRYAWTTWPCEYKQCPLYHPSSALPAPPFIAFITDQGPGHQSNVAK
* marks the source's active call; other numbers are inactive results. Outcome played no part in choosing rows. About 4.6% of those tested had a hit in this group.

For Cn1c(CC(=O)NNC(=O)c2ccc(F)cc2F)nc2ccccc21 the results were KLK7 zymogen act -0.5, PRMT1 inh -6, DDE Tn7 FP inh 2, UHRF1 binding 4, LEDGF integ inh 4, DDE Tn6 FP inh -7, TDP2 inh 4, MBD2 DNA inh 2, TCR-CD3 inh -7 and SIAE primary -4.
For Nc1c(Cl)cc(C2=NCCn3c2c2ccc([N+](=O)[O-])cc2[n+]3[O-])cc1Cl the results were KLK7 zymogen act 0.2, PRMT1 inh 4, DDE Tn7 FP inh -4, UHRF1 binding -11, LEDGF integ inh 0, DDE Tn6 FP inh -1, TDP2 inh -3, MBD2 DNA inh -9, TCR-CD3 inh -1 and SIAE primary 3.
`CC(Oc1ccc(Cl)cc1Cl)C(=O)/C=C/N(C)C` (centres undefined) gave KLK7 zymogen act 0.5, PRMT1 inh 0, DDE Tn7 FP inh 0, UHRF1 binding -3, LEDGF integ inh -3, DDE Tn6 FP inh -3, TDP2 inh 20, MBD2 DNA inh 3, TCR-CD3 inh -2 and SIAE primary 4.
For CN(NC(=O)CN1C(=O)c2ccccc2C1=O)C1=NS(=O)(=O)c2ccccc21 the results were KLK7 zymogen act 0.3, PRMT1 inh 2, DDE Tn7 FP inh 9, UHRF1 binding 1, LEDGF integ inh 1, DDE Tn6 FP inh 2, TDP2 inh -4, MBD2 DNA inh 4, TCR-CD3 inh 1 and SIAE primary 3.
Screening CC(OC(=O)C1CCCC1)C(=O)Nc1ccc(C(N)=O)cc1 (centres undefined) returned KLK7 zymogen act -0.6, PRMT1 inh 1, DDE Tn7 FP inh 9, UHRF1 binding 1, LEDGF integ inh -1, DDE Tn6 FP inh -4, TDP2 inh -6, MBD2 DNA inh -1, TCR-CD3 inh -2 and SIAE primary -6.
For Cc1ccccc1CN1CCN(C(=O)c2ccc(F)cc2)CC1 the results were KLK7 zymogen act 0.4, PRMT1 inh 2, DDE Tn7 FP inh 2, UHRF1 binding -1, LEDGF integ inh 3, DDE Tn6 FP inh 8, TDP2 inh 29*, MBD2 DNA inh 1, TCR-CD3 inh 7 and SIAE primary 2.
Screening CCOc1ccc(NC(=O)c2ccccc2NC(=O)CN2CCN(C(C)=O)CC2)cc1 returned KLK7 zymogen act -0.2, PRMT1 inh 0, DDE Tn7 FP inh 1, UHRF1 binding 2, LEDGF integ inh 1, DDE Tn6 FP inh -2, TDP2 inh -9, MBD2 DNA inh -3, TCR-CD3 inh -6 and SIAE primary -4.
`COc1ccccc1/C=C\C(=O)NCC(=O)N/N=C(\C)Cc1ccccc1` gave KLK7 zymogen act -0.6, PRMT1 inh -7, DDE Tn7 FP inh -10, UHRF1 binding 0, LEDGF integ inh 7, DDE Tn6 FP inh 3, TDP2 inh -17, MBD2 DNA inh -2, TCR-CD3 inh -4 and SIAE primary -1.
COc1ccc(S(=O)(=O)N2CCOCC2)cc1NC(=O)CN1CCC(Cc2ccccc2)CC1 was read as KLK7 zymogen act 1.3, PRMT1 inh -1, DDE Tn7 FP inh -12, UHRF1 binding -2, LEDGF integ inh 5, DDE Tn6 FP inh -7, TDP2 inh -11, MBD2 DNA inh 5, TCR-CD3 inh 4 and SIAE primary -4.
For O=c1cc(N2CCc3ccccc32)[nH]c(=O)n1-c1ccc(Br)cc1 the results were KLK7 zymogen act -1.0, PRMT1 inh 5, DDE Tn7 FP inh 2, UHRF1 binding -2, LEDGF integ inh 1, DDE Tn6 FP inh -3, TDP2 inh 0, MBD2 DNA inh 1, TCR-CD3 inh 6 and SIAE primary -1.
`O=C(COC(=O)c1ccccc1C(=O)N1CCN(c2ccc(F)cc2)CC1)NCc1ccccc1` gave KLK7 zymogen act 0.4, PRMT1 inh 1, DDE Tn7 FP inh 9, UHRF1 binding -3, LEDGF integ inh -1, DDE Tn6 FP inh 3, TDP2 inh 6, MBD2 DNA inh -10, TCR-CD3 inh 0 and SIAE primary 4.
For CN(C(=O)C1CCN(S(=O)(=O)c2ccccc2[N+](=O)[O-])CC1)C1CCCCC1 the results were KLK7 zymogen act 0.4, PRMT1 inh -4, DDE Tn7 FP inh -5, UHRF1 binding 1, LEDGF integ inh 0, DDE Tn6 FP inh 4, TDP2 inh -10, MBD2 DNA inh -1, TCR-CD3 inh 7 and SIAE primary -6.
`COc1ccc(NC(=O)c2noc(C(C)C)c2[N+](=O)[O-])cc1` gave KLK7 zymogen act -1.1, PRMT1 inh -4, DDE Tn7 FP inh -6, UHRF1 binding -2, LEDGF integ inh 0, DDE Tn6 FP inh 3, TDP2 inh -9, MBD2 DNA inh 4, TCR-CD3 inh 7 and SIAE primary 5.
Screening Cc1ccc(S(=O)(=O)CCC(=O)OCC(=O)N(Cc2ccccc2)C(C)C)cc1 returned KLK7 zymogen act 0.1, PRMT1 inh -2, DDE Tn7 FP inh -9, UHRF1 binding -1, LEDGF integ inh -1, DDE Tn6 FP inh -5, TDP2 inh -2, MBD2 DNA inh -3, TCR-CD3 inh 7 and SIAE primary -1.
`O=C(C(=O)N1CCC(CNS(=O)(=O)c2cccc(C(F)(F)F)c2)CC1)c1cc2ccccc2o1` gave KLK7 zymogen act 0.3, PRMT1 inh 0, DDE Tn7 FP inh -1, UHRF1 binding 0, LEDGF integ inh -3, DDE Tn6 FP inh 6, TDP2 inh 5, MBD2 DNA inh -2, TCR-CD3 inh -1 and SIAE primary -7.
Screening Cc1cc2occ(CC(=O)NCc3cccs3)c2cc1C(C)C returned KLK7 zymogen act -0.7, PRMT1 inh 4, DDE Tn7 FP inh -1, UHRF1 binding 8, LEDGF integ inh 1, DDE Tn6 FP inh 2, TDP2 inh -17, MBD2 DNA inh 1, TCR-CD3 inh -5 and SIAE primary -9.
For CC(=O)c1ccc(N2CCN(S(=O)(=O)c3cc4c(cc3C)NC(=O)CO4)CC2)cc1 the results were KLK7 zymogen act 20*, PRMT1 inh 2, DDE Tn7 FP inh 5, UHRF1 binding 1, LEDGF integ inh -8, DDE Tn6 FP inh -15, TDP2 inh -6, MBD2 DNA inh 4, TCR-CD3 inh 3 and SIAE primary -9.
Screening O=C(Nc1ccc(S(=O)(=O)Nc2ncccn2)cc1)c1ccccc1NS(=O)(=O)c1ccc(F)cc1 returned KLK7 zymogen act -0.5, PRMT1 inh 2, DDE Tn7 FP inh 12, UHRF1 binding 5, LEDGF integ inh -2, DDE Tn6 FP inh 0, TDP2 inh -3, MBD2 DNA inh 2, TCR-CD3 inh -2 and SIAE primary -8.
CCC(CC)C(=O)c1c[nH]c(C(=O)O)c1 was read as KLK7 zymogen act -1.7, PRMT1 inh 1, DDE Tn7 FP inh -10, UHRF1 binding 0, LEDGF integ inh 2, DDE Tn6 FP inh 2, TDP2 inh 3, MBD2 DNA inh -4, TCR-CD3 inh 5 and SIAE primary 5.
`CN(C(=O)COC(=O)/C=C/c1ccc2c(c1)OCO2)c1c(N)n(Cc2ccccc2)c(=O)[nH]c1=O` gave KLK7 zymogen act -0.2, PRMT1 inh 0, DDE Tn7 FP inh -7, UHRF1 binding -1, LEDGF integ inh 5, DDE Tn6 FP inh -3, TDP2 inh 11, MBD2 DNA inh -8, TCR-CD3 inh 5 and SIAE primary 2.
Screening O=c1c2ccccc2nc2n1C(CSc1ccc(Cl)cc1)CN2 (centres undefined) returned KLK7 zymogen act 0.3, PRMT1 inh 4, DDE Tn7 FP inh -2, UHRF1 binding 3, LEDGF integ inh -2, DDE Tn6 FP inh 4, TDP2 inh -10, MBD2 DNA inh 1, TCR-CD3 inh -1 and SIAE primary 0.
COc1ccccc1-c1ccc(=O)n(CC(=O)NCc2ccc3c(c2)OCO3)n1 was read as KLK7 zymogen act -0.4, PRMT1 inh -1, DDE Tn7 FP inh 0, UHRF1 binding 13, LEDGF integ inh -3, DDE Tn6 FP inh 4, TDP2 inh -5, MBD2 DNA inh 2, TCR-CD3 inh -3 and SIAE primary 2.
For Cc1ccc2nc(C(C)(C)C)c(Cc3cccc(F)c3)n2c1 the results were KLK7 zymogen act 0.6, PRMT1 inh -4, DDE Tn7 FP inh -5, UHRF1 binding 19, LEDGF integ inh 3, DDE Tn6 FP inh -4, TDP2 inh -1, MBD2 DNA inh 8, TCR-CD3 inh 8 and SIAE primary 0.
For C[N+]1(C2CCC3CCCC2C3O)CCCCC1 (centres undefined) the results were KLK7 zymogen act 0.3, PRMT1 inh -1, DDE Tn7 FP inh -4, UHRF1 binding 0, LEDGF integ inh -1, DDE Tn6 FP inh -2, TDP2 inh -5, MBD2 DNA inh -1, TCR-CD3 inh 13 and SIAE primary -1.
For CCCCCCC(C)OC(=O)c1ccccc1C(=O)O (centres undefined) the results were KLK7 zymogen act -0.3, PRMT1 inh 4, DDE Tn7 FP inh -4, UHRF1 binding 4, LEDGF integ inh -3, DDE Tn6 FP inh -8, TDP2 inh 3, MBD2 DNA inh 0, TCR-CD3 inh -4 and SIAE primary -3.
For CC(C(=O)Nc1cccc(S(=O)(=O)N2CCOCC2)c1)N1CCN(c2ccc(F)cc2)CC1 (centres undefined) the results were KLK7 zymogen act 0.7, PRMT1 inh 4, DDE Tn7 FP inh -1, UHRF1 binding 2, LEDGF integ inh -9, DDE Tn6 FP inh 1, TDP2 inh -7, MBD2 DNA inh 3, TCR-CD3 inh -3 and SIAE primary 5.
For C=CC[n+]1c(/C=C/c2ccc(OC(C)=O)c(OC)c2)ccc2ccccc21 the results were KLK7 zymogen act -9.8, PRMT1 inh 3, DDE Tn7 FP inh 3, UHRF1 binding -4, LEDGF integ inh -4, DDE Tn6 FP inh -5, TDP2 inh -9, MBD2 DNA inh -4, TCR-CD3 inh -7 and SIAE primary -3.
